All columns: NCI-60 one-dose screen, growth in % after 48 h at 10 µM unless noted; 100 = growth as untreated, 0 = no growth, -100 = all killed.
M14 = M14 melanoma; 80,000 tested, 6.2% active; AID 1794745
EKVX = EKVX NSCLC. 71,000 tested, 3% active
CCRF-CEM = CCRF-CEM leukemia | 77,000 tested, 7% active | AID 1794778
HOP-62 = HOP-62 NSCLC; 80,000 tested, 3.9% active
RPMI-8226 = RPMI-8226 leukemia cells | 77,000 tested, 7.5% active
HOP-92 = HOP-92 NSCLC cells; AID 1794738; 71,000 tested, 6.3% active
A549/ATCC = A549/ATCC NSCLC. 81,000 tested, 3.7% active. AID 1794740
MOLT-4 = MOLT-4 leukemia cells; 80,000 tested, 6.9% active
* marks the source's active call; other numbers are inactive results; & = joins results of further samples; [ ] = dose if it differs, or a comment. How the source made its calls: active means growth percent below 10; inactive means the rest.

`COc1ccc2sc3c(Cl)nc4ccccc4c3c(=O)c2c1` gave M14 88.5, EKVX 84.9, CCRF-CEM 78.1, HOP-62 89.2, RPMI-8226 106.7, HOP-92 100.0, A549/ATCC 101.6 and MOLT-4 80.7.
CNC(=O)c1cc(Oc2ccc3nc(NC(=O)NCCCN4CCCC4)sc3c2)ccn1 was read as M14 86.5, EKVX 99.8, CCRF-CEM 86.9, HOP-62 93.8, RPMI-8226 94.0, HOP-92 91.1, A549/ATCC 95.7 and MOLT-4 79.9.
`C/C(=N\N=C1/NC(=O)CS1)c1nnn(-c2ccc([N+](=O)[O-])cc2)c1C` gave M14 101.1, EKVX 87.6, CCRF-CEM 102.3, HOP-62 117.7, RPMI-8226 98.7, HOP-92 106.5, A549/ATCC 101.3 and MOLT-4 111.3.
C=CC(CCl)OC(=O)Nc1cccc(Cl)c1 (configuration not stated) was read as M14 104.4, HOP-62 101.1, RPMI-8226 110.7, A549/ATCC 104.2 and MOLT-4 97.9.
`CCCCCC(C)N(C)C(=O)CNCC(C)C` (configuration not stated) gave M14 107.7, EKVX 108.7, CCRF-CEM 100.1, HOP-62 105.9, RPMI-8226 98.7, HOP-92 101.8, A549/ATCC 115.6 and MOLT-4 99.5.
Screening CCCn1c(-c2cccc(OCCCCl)c2)nc2c1c(=O)n(C)c(=O)n2C returned M14 91.2, CCRF-CEM 72.5, HOP-62 95.5, RPMI-8226 56.8, HOP-92 77.5, A549/ATCC 88.6 and MOLT-4 46.2.
C=CCn1c(SCC(=O)Nc2ccc(C(C)=O)cc2)nnc1-c1cc(-c2ccc(S(N)(=O)=O)cc2)nc2ccccc12 was read as M14 104.9, EKVX 94.5, CCRF-CEM 70.5, HOP-62 91.7, RPMI-8226 82.4, HOP-92 96.9, A549/ATCC 105.2 and MOLT-4 93.8.
For CCOCC(C)C(CC(=O)OCC)(OCC)OCC (configuration not stated) the results were M14 100.0, CCRF-CEM 95.9, HOP-62 104.3, RPMI-8226 97.4, HOP-92 96.3, A549/ATCC 102.1 and MOLT-4 93.1.
c1ccc2cc3c(Nc4ccc(N5CCOCC5)cc4)ccnc3cc2c1 was read as M14 99.9, CCRF-CEM 77.4, HOP-62 100.2, RPMI-8226 60.1, HOP-92 104.2, A549/ATCC 85.0 and MOLT-4 78.1.
Screening Cc1ccc(NCc2c(O)ccc3ccccc23)cc1 returned M14 94.6, EKVX 88.6, CCRF-CEM 92.0, HOP-62 79.9, RPMI-8226 92.8, HOP-92 76.7, A549/ATCC 89.0 and MOLT-4 96.9.
`CC(=O)Nc1ccc(-n2cnc3cc(-c4ccc(O)cc4)ccc32)cc1` gave M14 106.4, EKVX 114.0, CCRF-CEM 102.3, HOP-62 97.9, RPMI-8226 103.4, HOP-92 128.5, A549/ATCC 110.9 and MOLT-4 99.5.
For CCOC(=O)C1=C(NCc2ccccc2)S(=O)c2cc(OC)ccc21 (configuration not stated) the results were M14 100.8, EKVX 106.1, CCRF-CEM 93.2, HOP-62 102.1, RPMI-8226 94.2, HOP-92 82.8, A549/ATCC 97.0 and MOLT-4 99.0.
For CCOC(=O)C(NC=O)C(=O)OCC the results were M14 98.4, EKVX 102.1, CCRF-CEM 84.2, HOP-62 90.1, RPMI-8226 98.9, HOP-92 91.8, A549/ATCC 83.5 and MOLT-4 97.5.
Screening C=C=COc1cccc(/C(N)=N/C(N)=N/c2nc3ccccc3s2)c1 returned M14 67.9, EKVX 55.8, CCRF-CEM 32.0, HOP-62 101.2, RPMI-8226 105.6, A549/ATCC 104.1 and MOLT-4 47.4.
For NS(=O)(=O)c1ccc(Cn2c(SCC(=O)Nc3ccccc3)nc3ccccc3c2=O)cc1 the results were M14 111.9, EKVX 89.8, CCRF-CEM 97.2, HOP-62 101.5, RPMI-8226 88.6, HOP-92 139.4, A549/ATCC 98.4 and MOLT-4 88.6.
For O=C(Cc1ccccc1Nc1c(Cl)cccc1Cl)NN1C(=O)/C(=C/c2ccc(Cl)cc2)SC1=S the results were M14 102.3, EKVX 97.2, CCRF-CEM 106.7, HOP-62 104.0, RPMI-8226 106.1, HOP-92 98.6, A549/ATCC 102.5 and MOLT-4 101.3.
Screening O=C(CCC(=O)c1ccccc1)O/N=C(\Cn1ccnc1)c1ccc(Cl)cc1 returned M14 101.0, EKVX 99.7, CCRF-CEM 96.5, HOP-62 103.9, RPMI-8226 95.5, HOP-92 81.5, A549/ATCC 92.1 and MOLT-4 89.3.
For CCS/C(Nc1ccccc1)=C(\C#N)C(=O)N/N=C/c1ccc(Cl)cc1Cl the results were M14 21.0, EKVX 47.4, CCRF-CEM 9.9*, HOP-62 36.7, RPMI-8226 9.7*, HOP-92 29.2, A549/ATCC 38.3 and MOLT-4 18.3.
For COc1ccc(-c2cn(Cc3cc4ccccc4s3)nn2)cc1O the results were M14 49.8, EKVX 88.6, CCRF-CEM 93.0, HOP-62 83.1, RPMI-8226 87.0, HOP-92 78.1, A549/ATCC 95.3 and MOLT-4 84.1.
For C/C(=N\NC(=S)NC1CCCCC1)c1nc2ccc(Cl)cc2[nH]1 the results were M14 90.7, EKVX 65.3, CCRF-CEM 20.4, HOP-62 80.1, RPMI-8226 69.6, HOP-92 76.7, A549/ATCC 92.8 and MOLT-4 64.2.

7 entries out of the list, sorted by heavy-atom count, falling:
C=CCn1c(SCC(=O)Nc2ccc(C(C)=O)cc2)nnc1-c1cc(-c2ccc(S(N)(=O)=O)cc2)nc2ccccc12 was read as M14 104.9, EKVX 94.5, CCRF-CEM 70.5, HOP-62 91.7, RPMI-8226 82.4, HOP-92 96.9, A549/ATCC 105.2 and MOLT-4 93.8.
For O=C(Cc1ccccc1Nc1c(Cl)cccc1Cl)NN1C(=O)/C(=C/c2ccc(Cl)cc2)SC1=S the results were M14 102.3, EKVX 97.2, CCRF-CEM 106.7, HOP-62 104.0, RPMI-8226 106.1, HOP-92 98.6, A549/ATCC 102.5 and MOLT-4 101.3.
For NS(=O)(=O)c1ccc(Cn2c(SCC(=O)Nc3ccccc3)nc3ccccc3c2=O)cc1 the results were M14 111.9, EKVX 89.8, CCRF-CEM 97.2, HOP-62 101.5, RPMI-8226 88.6, HOP-92 139.4, A549/ATCC 98.4 and MOLT-4 88.6.
Screening CCCn1c(-c2cccc(OCCCCl)c2)nc2c1c(=O)n(C)c(=O)n2C returned M14 91.2, CCRF-CEM 72.5, HOP-62 95.5, RPMI-8226 56.8, HOP-92 77.5, A549/ATCC 88.6 and MOLT-4 46.2.
`CC(=O)Nc1ccc(-n2cnc3cc(-c4ccc(O)cc4)ccc32)cc1` gave M14 106.4, EKVX 114.0, CCRF-CEM 102.3, HOP-62 97.9, RPMI-8226 103.4, HOP-92 128.5, A549/ATCC 110.9 and MOLT-4 99.5.
Screening C=C=COc1cccc(/C(N)=N/C(N)=N/c2nc3ccccc3s2)c1 returned M14 67.9, EKVX 55.8, CCRF-CEM 32.0, HOP-62 101.2, RPMI-8226 105.6, A549/ATCC 104.1 and MOLT-4 47.4.
Screening Cc1ccc(NCc2c(O)ccc3ccccc23)cc1 returned M14 94.6, EKVX 88.6, CCRF-CEM 92.0, HOP-62 79.9, RPMI-8226 92.8, HOP-92 76.7, A549/ATCC 89.0 and MOLT-4 96.9.

(cont.)
Screening Cc1cc(CNc2nc3ccc(OC/C(=C\F)CN)cc3o2)cc(C)n1 returned EKVX 93.0, CCRF-CEM 95.9, HOP-62 102.7, RPMI-8226 92.3, HOP-92 92.7, A549/ATCC 107.6 and MOLT-4 97.0.
For NC(N)=Nc1ccc(Cc2ccc(N=C(N)N)cc2)cc1 the results were M14 107.8, EKVX 83.9, HOP-62 82.3, RPMI-8226 98.5, HOP-92 86.3, A549/ATCC 47.1 and MOLT-4 98.6.
Screening CCOC(=O)C(=O)NCCc1ccc(OC)c(OC)c1 returned M14 106.1, EKVX 122.8, CCRF-CEM 99.9, HOP-62 111.1, RPMI-8226 99.8, HOP-92 78.1, A549/ATCC 109.8 and MOLT-4 89.5.
For COc1ccc(/C=C/C(=O)c2ccc(NC(=O)CSc3nnc(-c4cc(OC)c(OC)c(OC)c4)o3)cc2)cc1OC the results were M14 88.7, EKVX 93.8, CCRF-CEM 105.0, HOP-62 84.1, RPMI-8226 94.3, HOP-92 127.5, A549/ATCC 103.0 and MOLT-4 85.6.
CCC(C(=O)O)c1cccc2ccccc12 (configuration not stated) was read as M14 109.4, EKVX 97.5, CCRF-CEM 96.1, HOP-62 97.8, RPMI-8226 104.6, HOP-92 88.9, A549/ATCC 88.5 and MOLT-4 107.6.
`Fc1ccc(CCOc2cccc(CNCc3ccncc3)c2)cc1` gave M14 92.0, EKVX 76.8, CCRF-CEM 112.5, HOP-62 95.5, RPMI-8226 79.9, HOP-92 79.4, A549/ATCC 93.7 and MOLT-4 92.7.
O=C(Nc1ccc(N2CCNCC2)cc1)c1[nH]ncc1Nc1ncnc2sc3c(c12)CCC3 was read as M14 -91.1*, EKVX -86.8*, CCRF-CEM -32.1*, HOP-62 -76.2*, RPMI-8226 -40.6*, HOP-92 -56.7*, A549/ATCC -71.4* and MOLT-4 -39.3*.
Screening NS(=O)(=O)c1ccc(NC2Nc3nc4ccccc4nc3S2)cc1 (configuration not stated) returned M14 105.0, EKVX 91.1, CCRF-CEM 104.3, HOP-62 101.3, RPMI-8226 107.6, HOP-92 73.3, A549/ATCC 101.0 and MOLT-4 102.6.
Screening CCC1CCCCN1C(=O)OC (configuration not stated) returned M14 104.3, EKVX 87.0, CCRF-CEM 106.9, HOP-62 103.9, RPMI-8226 101.2, HOP-92 96.9, A549/ATCC 104.9 and MOLT-4 111.9.
Cc1ccc(Cc2cnc(NC(=O)C(=S)N3CCOCC3)s2)cc1 was read as M14 105.1, EKVX 105.1, CCRF-CEM 99.6, HOP-62 112.8, RPMI-8226 100.3, HOP-92 105.7, A549/ATCC 106.0 and MOLT-4 99.3.
Screening O=C(O)c1ccc(-n2cc(CNc3ccc(F)c(Cl)c3)c(-c3ccc(F)cc3)n2)cc1 returned EKVX 83.4, CCRF-CEM 91.8, HOP-62 109.2, RPMI-8226 83.9, HOP-92 96.3, A549/ATCC 83.8 and MOLT-4 89.8.
Screening COCCn1cc(-c2csc(-c3c[nH]c4ccccc34)n2)c2cccnc21 returned M14 18.6, EKVX 31.8, CCRF-CEM 36.7, HOP-62 38.2, RPMI-8226 43.8, HOP-92 55.5, A549/ATCC 25.0 and MOLT-4 25.7.
For CNc1ncnc2c1cnn2-c1ccc(Cl)cc1 the results were M14 101.6, EKVX 35.0, CCRF-CEM 105.2, HOP-62 111.5, RPMI-8226 103.2, HOP-92 79.3, A549/ATCC 108.2 and MOLT-4 103.1.
For COc1cc(-c2cncn2-c2ccc(-c3nc4ccc(F)cc4s3)cc2)cc(OC)c1OC the results were M14 92.6, EKVX 93.6, CCRF-CEM 84.3, HOP-62 109.2, RPMI-8226 52.4, HOP-92 78.0, A549/ATCC 90.3 and MOLT-4 85.4.
CSC1C(C#N)C(N)=Nc2c(C#N)cnn21 (configuration not stated) was read as M14 108.2, EKVX 75.1, CCRF-CEM 102.6, HOP-62 93.8, RPMI-8226 103.6, HOP-92 84.5, A549/ATCC 98.7 and MOLT-4 100.4.
For O=C1CC2CC1C(C(=O)O)C2C(=O)O (configuration not stated) the results were M14 104.3, EKVX 103.6, CCRF-CEM 97.7, HOP-62 84.5, RPMI-8226 102.7, HOP-92 99.7, A549/ATCC 100.7 and MOLT-4 102.2.
`Cc1cc(=O)c2c(ccc3c(=O)cc(C)[nH]c32)[nH]1` gave M14 102.4, EKVX 101.3[100 µM], CCRF-CEM 109.6[100 µM], HOP-62 106.0, RPMI-8226 98.0, HOP-92 93.3, A549/ATCC 100.8 and MOLT-4 112.4.
`O=C1NCCc2c1[nH]c1ccccc21` gave M14 113.4, EKVX 54.5, CCRF-CEM 98.8, HOP-62 111.6, RPMI-8226 100.7, A549/ATCC 97.5 and MOLT-4 92.6.
Screening Nc1ccc(N)c2c(O)c3ccccc3c(O)c12 returned M14 108.5, EKVX 86.0, CCRF-CEM 122.5, HOP-62 104.8, RPMI-8226 108.0, HOP-92 91.1, A549/ATCC 115.2 and MOLT-4 237.5.
CCN(CC)C(=O)C1=C(C)NC(=S)NC1c1ccc2c(c1)OCO2 (configuration not stated) was read as M14 102.0, EKVX 101.7, CCRF-CEM 101.1, HOP-62 100.2, RPMI-8226 102.4, HOP-92 104.1, A549/ATCC 105.6 and MOLT-4 101.9.
`Nc1cc(Nc2ccc(Cl)c(Cl)c2)nc(=O)[nH]1` gave M14 93.8, EKVX 102.0, CCRF-CEM 96.1, HOP-62 86.0, RPMI-8226 83.7, HOP-92 75.8, A549/ATCC 100.7 and MOLT-4 91.6.
CC12CC[C@@H]3[C@]4(C)COC(c5cn[nH]c5-c5cccc(Cl)c5)O[C@@H]4CC[C@@]3(C)[C@@H]1CC(C1=CCOC1=O)O2 (some centres not stated) was read as M14 25.3, EKVX 26.0, CCRF-CEM 25.5, HOP-62 74.6, RPMI-8226 13.8, A549/ATCC 26.7 and MOLT-4 12.4.
`O=C(NCc1ccccc1)c1ccc(Cl)cc1` gave M14 92.1&109.0, EKVX 92.1&93.6, CCRF-CEM 90.0&110.4, HOP-62 98.9&100.7, RPMI-8226 95.8&104.7, HOP-92 94.8&112.8, A549/ATCC 94.8&97.3 and MOLT-4 85.8&99.4.
Screening C=C1[C@]2(C(=O)OC)C3OC3(C)C(O)[C@@]1(C)CC1[C@@]3(C)CC[C@H](O)C(C)(C)C3CC[C@]12C (some centres not stated) returned M14 103.5, EKVX 104.1, CCRF-CEM 95.9, HOP-62 106.5, RPMI-8226 99.2, HOP-92 85.2, A549/ATCC 96.2 and MOLT-4 95.5.
COc1ccc(C2CC(c3cccc(Nc4ccncc4)c3)=NN2C(C)=O)cc1 (configuration not stated) was read as M14 91.9, EKVX 89.7, CCRF-CEM 91.6, HOP-62 88.0, RPMI-8226 90.3, HOP-92 75.0, A549/ATCC 93.9 and MOLT-4 92.1.

High-throughput results deposited in PubChem BioAssay by NCI.
